Screens from PubChem BioAssay.
Peg3 prom inh = inhibitors of Peg3 promoter | actives 1.7% (n = 360,000) | inhibition, % at 20 µM | HeLa PEG-Prom luciferase reporter, luminescence, overnight;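 active means inhibition of at least 50% at 20 µM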
PDI inh = blocks human protein disulfide isomerase activity; P07237; PDI insulin aggregation turbidity, A650, 90 min; inhibition, % at 10 µM; actives 0.052% (n = 350,000);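 active means mean inhibition across replicates of 30% or more, whatever share of single replicates reach that level; inconclusive means mean inhibition below 30% while every single replicate reaches 30%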;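 further: absorbance from insulin aggregation driven by PDI reduction with DTT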
Target sequence (P07237 whole entry, looked up): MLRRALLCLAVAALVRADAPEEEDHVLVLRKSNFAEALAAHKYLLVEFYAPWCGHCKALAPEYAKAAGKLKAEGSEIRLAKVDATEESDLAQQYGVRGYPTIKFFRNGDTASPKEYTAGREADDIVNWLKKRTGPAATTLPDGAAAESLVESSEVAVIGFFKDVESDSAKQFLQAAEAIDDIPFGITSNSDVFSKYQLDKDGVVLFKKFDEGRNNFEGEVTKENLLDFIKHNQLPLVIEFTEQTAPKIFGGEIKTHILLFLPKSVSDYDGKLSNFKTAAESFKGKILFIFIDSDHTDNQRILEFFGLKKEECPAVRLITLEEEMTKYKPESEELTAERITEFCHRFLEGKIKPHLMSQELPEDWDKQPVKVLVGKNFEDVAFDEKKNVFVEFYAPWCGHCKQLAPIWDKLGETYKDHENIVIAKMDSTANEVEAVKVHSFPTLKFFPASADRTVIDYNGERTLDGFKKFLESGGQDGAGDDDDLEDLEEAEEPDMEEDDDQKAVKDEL
NR2E3 ag-1 = agonists of human NR2E3 nuclear receptor. actives 0.35% (n = 360,000). AID 602229. inhibition of corepressor binding, % at 3.98 µM. Q9Y5X4. CHO-S Gal4-NCOR/VP16-NR2E3 two-hybrid, luciferase;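 active means inhibition above the mean of all tested compounds plus 3 SD, cut at about 70% in these data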;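 further: 0% = DMSO with NR2E3 transfected cells and 100% = cells lacking NR2E3 construct; higher means lower luciferase signal from less NR2E3 corepressor binding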
Target sequence (Q9Y5X4 whole entry, looked up, the tested form may be a part): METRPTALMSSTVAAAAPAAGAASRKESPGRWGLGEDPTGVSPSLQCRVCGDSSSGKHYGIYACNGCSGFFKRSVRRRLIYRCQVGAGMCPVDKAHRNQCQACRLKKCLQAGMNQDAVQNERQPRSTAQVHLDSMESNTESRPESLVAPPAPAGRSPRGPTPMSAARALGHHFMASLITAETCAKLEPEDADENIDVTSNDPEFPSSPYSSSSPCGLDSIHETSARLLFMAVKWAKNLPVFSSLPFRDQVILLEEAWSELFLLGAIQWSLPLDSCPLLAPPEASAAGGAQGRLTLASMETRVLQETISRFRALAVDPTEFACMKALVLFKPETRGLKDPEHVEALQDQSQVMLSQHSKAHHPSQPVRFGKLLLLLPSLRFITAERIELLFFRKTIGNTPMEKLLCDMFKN
TRPM1 prom inh = inhibitors of MITF-driven TRPM1 promoter in melanoma cells | SK-MEL-5 TRPM1 promoter luciferase, 24 h | actives 0.83% (n = 330,000) | inhibition, % at 12.5 µM;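 active means mean inhibition across replicates of 60% or more, whatever share of single replicates reaches that level; inconclusive means some that reach 60%, reason not given; inactive means mean inhibition across replicates below 60%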; further: values of inactives mirror those of a sister screen read the other way
Exocytosis inh = lytic granule exocytosis inhibition; TALL-104 LAMP-1 surface exposure, flow cytometry; cells stimulated with thapsigargin and PMA; inhibition, % at 10 µM; actives 0.66% (n = 360,000); AID 651702;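 active means inhibition above about 55%, limit read from the data; inconclusive means no clear call, values can overlap the other calls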
Vif inh = inhibitors of HIV Vif; HEK293T cells, Vif self-association by quenched fluorescence, imaging, 24 h; inhibition, % at 7.49 µM; actives 0.35% (n = 340,000); AID 602346; in the data active means inhibition above about 50%, passing the limit was not always enough; inconclusive means no clear call, values can overlap the other calls; inactive means below about 31%; further: some results filed as inactive read as strong as hits
iPSC survival up = enhancers of human iPSC single-cell survival; actives 0.044% (n = 360,000); survival enhancement, % at 20 µM; hiPSC single-cell survival, ATPlite luminescence; 100% = ROCK inhibitor wells, 0% = DMSO; in the data active means survival enhancement above about 18%;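 further: cells exposed to compounds for 16 hours before the ATP read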
aDG glyco act = alpha-DG glycosylation activation | Pro5-aDG cells, alpha-DG glycosylation AlphaScreen (IIH6); 0% Pro5, 100% B10-LARGE cell signal | activation, % at 10 µM | actives 0.22% (n = 360,000);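 active means activation of at least 8% versus controls, or a plate z-score of at least 8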;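 further: Pro5 are CHO cells carrying HIG-tagged alpha-DG that lacks glycosylation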
NR2E3 ag-2 = NR2E3 (human) agonism; AID 2300; GST-NR2E3/biotin-RetCOR TR-FRET, 1536-well; Q9Y5X4; inhibition of corepressor binding, % at 4.78 µM; actives 0.12% (n = 320,000);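 active means percent inhibition above the cutoff of mean plus 3 SD of all tested compounds, set per screening campaign, cut at about 20% in these data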;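 further: 0% = DMSO wells and 100% = biotin wells as full block of FRET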
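Test system: GST-NR2E3 and biotin-RetCOR proteins | Quantity: 1.35 nM GST-tagged NR2E3 final | Medium: Tris pH 7.5 | Also added: 7 nM biotin-RetCOR | Dosing: Compound at 4.8 µM, single dose | Timing: 5 h at 4 °C | Detection: Time-resolved FRET | Read-out basis: Percent inhibition | Benchmarks: Biotin wells as high control, 0.6% DMSO wells as low control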
HIF-2a block = blocks HIF-2a reporter activity. 786-0 RCC cells HIF-2a reporter, luciferase luminescence, overnight. inhibition, % at 18.8 µM. actives 0.72% (n = 360,000). AID 624352;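 active means inhibition of the luminescence signal of 40% or more relative to plate controls, in a single-dose primary screen at 18.75 µM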
CaV13 ICDI inh = Disruptors of the CACNA1D IQ motif to Ca2+-dependent inactivation inhibitor domain association, primary screening, Förster resonance energy transfer in intact living …. HEK cells, CFP/YFP FRET ICDI-IQ, plate reader, 10 min; percent FRET-ratio fall versus neutral wells. inhibition, % at 12.3 µM. actives 0.098% (n = 340,000);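 active means mean replicate inhibition of at least 30% and at least 1% of replicates passing that level; inconclusive means only one of the two criteria is met; inactive means neither criterion is met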;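 further: 0% = median of the neutral control wells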
Starred values were filed as active, the others as inactive; ? = inconclusive; nt = not tested or not shown.

Fields: Peg3 prom inh | PDI inh | NR2E3 ag-1 | TRPM1 prom inh | Exocytosis inh | Vif inh | iPSC survival up | aDG glyco act | NR2E3 ag-2 | HIF-2a block | CaV13 ICDI inh
> CN(CCc1ccccn1)C(=O)CCC1CCCN(C(=O)CCOc2ccccc2)C1 (stereo unspecified)
 : 6.1 | 10.6 | 20.4 | 6.4 | -1.7 | nt | 2.4 | -0.2 | 4.3 | 12.7 | 0.7
> COc1ccc(/C=N/NC(=O)c2ccccc2OC)cc1COc1ccccc1[N+](=O)[O-]
 : 21.8 | -6.9 | -12.7 | 18.4 | 0.0 | -4.3 | 0.4 | -0.2 | -2.4 | 15.8 | -2.3
> CCN(CC)S(=O)(=O)c1ccc(/C=C/C(=O)OCC(=O)Nc2ccc(S(N)(=O)=O)cc2)cc1
 : 11.3 | -2.2 | -0.4 | 5.4 | -0.8 | -4.8 | -1.3 | 0.1 | 6.4 | 22.9 | -4.9
> O=C1NCCC/C1=N\Nc1ccc(Br)cc1
 : -54.5 | 2.8 | -19.5 | -18.0 | 0.8 | -7.0 | -0.5 | -0.1 | 3.2 | -161.8 | -5.3
> CCN(CC)C(=O)C1=C(C)N(Cc2ccccc2)C(=O)C(CC(=O)NCCN2CCOCC2)C1 (stereo unspecified)
 : 0.0 | 10.2 | -28.2 | nt | 1.0 | 0.9 | 3.5 | -0.1 | nt | 9.6 | -6.6
> COc1ccc(CCN(CC(=O)NC(C)(C)C)C(=O)Cn2nnc(-c3ccc(C)o3)n2)cc1OC
 : 4.1 | -2.3 | 2.6 | 0.7 | -1.3 | 16.6 | -0.4 | -0.1 | 0.1 | 11.5 | 4.4
> COCc1ccc(CN2CCCC(CO)(Cc3cccc(Cl)c3)C2)o1 (stereo unspecified)
 : 28.3 | 4.7 | -7.0 | 0.2 | 0.5 | -4.4 | -0.4 | -0.2 | -2.7 | 13.9 | -0.4
> COc1ccc([C@H]2C[C@@H](O)[C@H](n3cc(-c4ccc(F)cc4)nn3)CN2CC2CCCCC2)cc1
 : 13.3 | -2.9 | -27.2 | nt | 0.8 | -15.9 | -3.3 | -0.2 | nt | -0.4 | -4.8
> COc1ccc(C(=O)OCC(=O)N2C(C)CCCC2C)cc1[N+](=O)[O-] (stereo unspecified)
 : -0.3 | 1.5 | -6.2 | -3.4 | -0.5 | 5.9 | -0.1 | -0.2 | 2.4 | 3.5 | -4.6
> O=C(c1ccc2c3c(cccc13)CC2)C1CCCN(Cc2cccnc2)C1 (stereo unspecified)
 : 29.1 | -2.0 | -12.8 | -2.2 | -2.9 | -0.9 | 0.6 | -0.1 | 0.6 | 12.5 | -14.6
> CC(C)c1nc(SCC(=O)Nc2ccc3c(c2)OCCO3)n[nH]1
 : -7.0 | 1.3 | -20.5 | 5.2 | 1.0 | -3.1 | -0.7 | 0.1 | 0.8 | -5.0 | 1.3
> CCOC(=O)C1=C(O)/C(=C/c2cn(CC(=O)N3CCCC3)c3ccccc23)SC1=Nc1ccccc1
 : 2.9 | -2.7 | 7.9 | 42.4 | 3.0 | 3.7 | -1.5 | 0.0 | nt | 0.1 | nt
> COc1cc(/C=C/C(=O)O)cc(S(=O)(=O)Nc2ccc(F)cc2)c1OC
 : 3.1 | 0.8 | -15.9 | -0.7 | 9.6 | 1.4 | 4.3 | -0.3 | -0.2 | 21.2 | -18.4
> Cn1c(SCC(=O)NCC2CCCO2)nnc1-c1ccco1 (stereo unspecified)
 : 10.2 | 15.0 | 17.0 | -4.2 | -0.2 | 1.4 | -0.5 | 0.0 | -1.1 | 16.8 | -2.8
> COc1cccc(-c2nc(CS(=O)(=O)CC(=O)NCC(C)c3ccccc3)c(C)o2)c1 (stereo unspecified)
 : -34.8 | 0.5 | -2.2 | -4.9 | -2.2 | -3.8 | 8.4 | 1.0 | 3.0 | 17.4 | -7.4
> Cc1ccc(S(=O)(=O)c2ccc(Oc3cccc(C)c3)cc2)cc1
 : 12.5 | 31.6* | 19.3 | -2.5 | 1.3 | -11.2 | 0.2 | 0.1 | -1.2 | -4.3 | -3.6
> COc1ccc(NC(=O)C2CCCN(S(=O)(=O)c3ccc4c(c3)CCCN4C(C)=O)C2)cc1Cl (stereo unspecified)
 : 8.8 | -1.5 | -18.6 | 18.2 | -1.8 | -11.0 | -0.6 | 0.9 | 0.5 | 23.4 | -2.6
> c1cncc(-c2cn(C[C@H]3CC[C@@H]([C@@H]4CC[C@H](Cn5cc(-c6cccnc6)nn5)O4)O3)nn2)c1
 : -6.0 | 4.4 | -15.9 | -13.0 | -0.2 | 15.9 | -2.9 | -0.2 | 0.6 | 9.6 | -10.0
> Cc1c(N(C(=O)c2cnccn2)C2(C(=O)NC3CCCC3)CCCCC2)c(=O)n(-c2ccccc2)n1C
 : 11.8 | 9.3 | 3.0 | -7.2 | -0.1 | -5.2 | 0.9 | -0.3 | 3.1 | 11.2 | 4.6
> CCC(=O)NC(=S)Nc1cccc(C(C)=O)c1
 : -27.4 | -5.9 | -5.8 | 5.2 | -1.6 | 2.1 | -0.3 | 0.1 | -0.3 | 3.0 | nt
> COc1cccc(-c2csc(N3CCN(C(=O)NC45CC6CC(CC(C6)C4)C5)CC3)n2)c1
 : 8.1 | -10.9 | -21.0 | 1.8 | -1.9 | nt | 0.5 | 1.5 | 3.6 | 10.5 | nt
> CCCCCCN1C[C@H](n2cc(-c3ccc(F)cc3)nn2)[C@@H](O)C[C@@H]1c1ccc(C)cc1
 : 22.8 | -6.8 | -22.9 | nt | 62.0* | -3.7 | -2.3 | 0.0 | nt | 2.3 | -4.9
> Nc1ccc(S(=O)(=O)NC2(C(F)(F)F)NC(=O)N(Cc3ccccc3)C2=O)cc1 (stereo unspecified)
 : 10.9 | -1.3 | -6.6 | 3.5 | -1.8 | -12.0 | 2.1 | 0.0 | 0.9 | -7.7 | -2.9
> CN(Cc1ccccc1)C(=O)CN1C(=O)NC(C)(c2ccc(Cl)cc2)C1=O (stereo unspecified)
 : 10.7 | -5.4 | -7.8 | 12.3 | -3.5 | -3.5 | -0.6 | 0.1 | 3.8 | 12.3 | -19.7
> COC(=O)c1cn(C(=O)c2cc(Cl)ccc2Cl)c2ccccc12
 : -10.4 | -3.2 | 22.0 | -0.7 | 19.3 | -2.1 | 0.2 | 0.0 | 2.9 | 9.1 | 5.7
> CCOC(=O)N/N=C(C)/C=C/c1ccco1
 : -15.4 | 0.4 | -8.5 | -12.4 | -3.0 | -1.0 | 4.5 | 0.0 | 0.1 | -19.0 | 3.0
> CC(Oc1ccc(Cl)cc1Cl)C(=O)Nc1ccncc1 (stereo unspecified)
 : 11.8 | -6.5 | 24.2 | 6.9 | 0.0 | nt | 5.3 | 0.4 | 1.0 | -17.2 | -2.7
> COc1ccc(CN(C)C(=O)c2ccc(NS(=O)(=O)c3ccccc3)cc2)c(OC)c1
 : 23.8 | -9.4 | -7.0 | -10.8 | 4.0 | 12.2 | 0.4 | 0.6 | 1.6 | -1.7 | -5.2
> CCOC(=O)c1cnn(-c2ccccc2)c1NC(=O)c1ccc(C)cc1
 : 9.8 | 7.6 | -6.2 | -6.7 | 0.2 | -5.6 | 4.2 | 0.0 | -1.9 | -2.1 | -4.4
> COc1ccc(C(=O)NCCN=C2NS(=O)(=O)c3ccccc32)cc1
 : 2.7 | 4.3 | 25.3 | -13.6 | 4.2 | -9.4 | -0.4 | -0.1 | -0.5 | 11.1 | -7.1
> Cc1ccc(CNC(=O)C(Cc2ccccc2)n2cccc2)cc1 (stereo unspecified)
 : 15.2 | -2.8 | -9.7 | -18.4 | -2.7 | 4.3 | -0.2 | -0.1 | -0.8 | 12.7 | -5.0
> Nc1nc(-c2ccccc2)[nH]c(=O)c1N
 : -12.9 | 0.4 | 13.1 | -0.6 | -6.8 | -4.8 | 2.4 | -0.2 | 0.3 | -1.3 | -15.6
> Cc1ccc(S(=O)(=O)c2nc(-c3ccccc3)oc2SCC(=O)NCC2CCCO2)cc1 (stereo unspecified)
 : 7.9 | 1.7 | 4.4 | 16.1 | 9.2 | -3.1 | -0.2 | -0.1 | -1.6 | 6.0 | -2.6
> Cc1ccc(F)cc1C(=O)N1CCCCC1c1cc(C(=O)Nc2ccccc2)no1 (stereo unspecified)
 : -9.0 | 1.8 | -10.0 | nt | -2.6 | -8.9 | -3.6 | 0.0 | nt | -5.8 | -7.4
> CCOc1ccc(Cl)cc1S(=O)(=O)N1CCN(c2ccc(F)cc2)CC1
 : 15.1 | 7.6 | -15.3 | 0.8 | -1.6 | 6.5 | -0.8 | -0.2 | 4.9 | 14.4 | -5.1
> COc1ccc(C(CCNCc2ccc(OC(C)C)cc2)c2ccccc2OC)cc1 (stereo unspecified)
 : 101.9* | -3.1 | 2.2 | 86.8* | 28.7 | 0.5 | -0.5 | -0.2 | 1.1 | 11.5 | -2.5
> CCc1nc2ccc(C(=O)N3CCN(C(=O)c4ccco4)CC3)cn2c1N(C)Cc1cccs1
 : 14.1 | -3.9 | -42.1 | nt | 19.8 | 9.9 | 0.7 | 0.1 | nt | 9.3 | -4.9
> Cc1nc2ccccc2n1CC(O)c1ccccc1 (stereo unspecified)
 : -5.5 | 11.5 | 14.5 | 9.0 | -16.6 | 1.3 | 0.3 | 0.0 | 6.2 | 11.5 | -2.7
> O=C(CSc1nnc(-c2cccs2)n1-c1ccccc1)NCc1ccc2c(c1)OCO2
 : 3.5 | 3.8 | -16.7 | -3.1 | 1.1 | nt | 3.2 | -0.1 | -2.4 | 17.3 | -4.9
> CCN(CC)S(=O)(=O)c1cccc(C(=O)N2CC(O)CC2C(=O)OC)c1 (stereo unspecified)
 : 10.4 | -3.3 | -1.5 | 0.8 | 0.2 | 36.2 | 6.2 | -0.3 | 1.1 | 18.3 | -0.8
> Cc1ccc(-c2cc(C(=O)NCCCN3CCOCC3)c3ccc(Cl)c(C)c3n2)cc1
 : 42.3 | 2.6 | -2.2 | 1.8 | -6.3 | -7.5 | -0.1 | 1.4 | 1.5 | 17.0 | -6.0
> Nc1cc2c(cc1Cl)-c1ccc(Cl)cc1C2=O
 : -116.4 | -1.5 | -3.6 | 0.4 | 1.6 | -5.9 | 1.4 | -0.5 | nt | -138.6 | -6.3
> CC(NC(=O)c1ccc(Cl)cc1Cl)C(c1ccccc1)N1CCOCC1 (stereo unspecified)
 : -1.1 | -7.8 | 3.3 | -14.8 | -0.5 | 4.9 | -1.6 | 0.2 | 3.6 | -11.9 | -5.0
> COc1cc(NC(=O)Nc2nc(C(N)C(C)C)cs2)cc(OC)c1OC (stereo unspecified)
 : -12.1 | 3.8 | -27.6 | nt | -13.7 | -4.1 | 0.9 | -0.4 | nt | 3.0 | -4.7
> O=C(Cn1nnc2ccccc21)OCC(=O)c1ccccc1
 : 3.6 | ? | -15.9 | -4.6 | 0.1 | 25.6 | -0.2 | -0.2 | -1.4 | 21.5 | nt

Not a hit list; any-hit rate near 3.5%.
